# PfG6PD inh: PfG6PD (Plasmodium falciparum) enzyme inhibition. PfGluPho enzyme, NADPH resazurin-diaphorase fluorescence. inhibition, % at 20 µM. 350,000 tested, 0.78% active;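 active means inhibition reaching at least a set limit at 20 µM in the primary screen, cut at about 59% in these data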;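 further: 0% = DMSO wells with substrate and 100% = DMSO wells lacking glucose-6-phosphate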
# SENP8 block-1: blocks human SENP8 cleavage of Nedd8 substrate; 360,000 tested, 0.64% active; recombinant SENP8, Nedd8 substrate fluorescence; inhibition, % at 20 µM; Q96LD8; AID 602440; in the data active means inhibition mostly above about 40%, no sharp cut-off; inactive means mostly below about 27%
# Target sequence (Q96LD8 whole entry, looked up): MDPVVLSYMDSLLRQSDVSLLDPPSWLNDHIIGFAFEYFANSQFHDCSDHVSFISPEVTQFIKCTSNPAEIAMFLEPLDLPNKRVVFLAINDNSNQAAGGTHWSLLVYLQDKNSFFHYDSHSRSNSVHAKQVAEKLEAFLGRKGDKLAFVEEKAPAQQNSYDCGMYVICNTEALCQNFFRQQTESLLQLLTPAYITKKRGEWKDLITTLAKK
# SENP6 block: blocks the human protease SENP6; 330,000 tested, 1.8% active; AID 2599; inhibition, % at 10 µM; Recombinant SENP6 catalytic domain, aminoluciferin luminescence;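 active means inhibition above about 50% at the single tested dose, limit read from the data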;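 further: plate controls were DMSO wells with enzyme for no effect and DMSO wells lacking enzyme for full effect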
# Target sequence (Q9GZR1 628-1112 limits assumed): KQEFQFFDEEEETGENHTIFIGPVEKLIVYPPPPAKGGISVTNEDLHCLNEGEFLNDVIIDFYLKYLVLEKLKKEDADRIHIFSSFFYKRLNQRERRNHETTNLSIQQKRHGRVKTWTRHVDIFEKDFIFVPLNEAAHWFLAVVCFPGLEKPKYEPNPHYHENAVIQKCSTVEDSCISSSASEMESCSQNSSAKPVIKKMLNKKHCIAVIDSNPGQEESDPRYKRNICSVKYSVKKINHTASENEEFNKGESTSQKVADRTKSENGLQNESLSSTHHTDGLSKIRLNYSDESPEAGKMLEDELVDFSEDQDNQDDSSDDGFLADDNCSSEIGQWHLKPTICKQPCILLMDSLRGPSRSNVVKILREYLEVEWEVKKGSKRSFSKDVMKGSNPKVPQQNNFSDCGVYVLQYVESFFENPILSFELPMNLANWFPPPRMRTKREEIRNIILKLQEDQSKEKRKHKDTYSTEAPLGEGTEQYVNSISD
# SENP7 block: inhibitors of human SENP7 protease; 330,000 tested, 1.5% active; Q9BQF6; inhibition, % at 5 µM; AID 434973; recombinant SENP7, Z-RLRGG-aminoluciferin luminescence, 40 min;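 active means inhibition above about 50% at the single test dose, limit read from the data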;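 further: plate controls were DMSO with enzyme for no effect and no enzyme buffer wells for full effect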
# Target sequence (Q9BQF6 706-1050 limits assumed): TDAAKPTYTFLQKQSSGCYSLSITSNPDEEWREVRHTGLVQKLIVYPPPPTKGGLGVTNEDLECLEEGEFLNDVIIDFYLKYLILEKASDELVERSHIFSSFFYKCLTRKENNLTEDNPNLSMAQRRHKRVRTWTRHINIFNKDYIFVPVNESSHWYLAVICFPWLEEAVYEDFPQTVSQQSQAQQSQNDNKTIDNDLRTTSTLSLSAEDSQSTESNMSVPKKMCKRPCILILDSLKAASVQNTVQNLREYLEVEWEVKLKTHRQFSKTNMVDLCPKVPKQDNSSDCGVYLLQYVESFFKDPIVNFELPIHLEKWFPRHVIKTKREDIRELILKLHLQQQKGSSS
# SENP1 FRET inh: blocks the human SENP1 SUMO protease catalytic domain; Q9P0U3; recombinant SENP1 catalytic domain, CyPet-SUMO1-YPet FRET cleavage; inhibition, % at 10 µM; 360,000 tested, 0.21% active;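 active means inhibition at least 30% at 10 µM, raw YFP signal under a set limit, fluorescence ratio 0.5 to 1.5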;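 further: 0% = enzyme with DMSO and 100% = no enzyme wells; some results filed as inactive read as strong as hits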
#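 material = recombinant human SENP1 catalytic domain, His6-tagged | quantity = 20 pM enzyme | reagent = 25 nM SUMO1 FRET substrate | compound dosing = 10 µM single point, 0.5% DMSO | timing = 50 min enzyme reaction, room temperature, light-protected | detection = FRET, CFP and YFP emission | control set = no-enzyme low, enzyme-DMSO high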
# SENP8 block-2: inhibitors of human SENP8 protease; Q96LD8; purified SENP8, Z-RLRGG-aminoluciferin cleavage, luminescence; inhibition, % at 10 µM; 330,000 tested, 1.2% active; AID 2540; in the data active means inhibition above about 50%
# Apaf-1 inh: blocks human Apaf-1 apoptosome activity; AID 489030; reconstituted apoptosome caspase-3 activity, DEVD-Rh110 fluorescence; inhibition, % at 20 µM; 330,000 tested, 0.71% active; active means inhibition of at least 40% at 20 µM;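 further: plate controls were DMSO wells for no effect and DEVD-CHO caspase inhibitor wells for full effect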
#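 System – cell-free apoptosome with Apaf-1, procaspase-3 and caspase-9 · Buffer or medium – pH 7.5 Hepes buffer with CHAPS, BSA, DTT · Also added – cytochrome c with DEVD-Rh110 · Times – 30 min compound preincubation, 50 min activation, room temperature · Technique – Rh110 fluorescence intensity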
# HKDC1 inh: inhibitors of human hexokinase HKDC1 | Q2TB90 | 340,000 tested, 0.16% active | inhibition, % at 20 µM | recombinant HKDC1, G6PDH/diaphorase resazurin coupled fluorescence;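 active means inhibition above about 35% when tested at 20 µM, limit read from the data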;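 further: plate controls were DMSO wells with enzyme for no effect and DMSO wells lacking enzyme for full effect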
#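 Material – in-house recombinant HK5 (HKDC1) enzyme · Quantity – HKDC1 at 5 µg/mL · Buffer or medium – pH 8.0 Tris buffer with 10 mM MgCl2 · Reagent – glucose with 1 mM ATP · Dosing – single 20 µM dose · Times – reaction time 90 min, room temperature, protected from light · Technique – resorufin fluorescence at 613 nm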
# * hit, by the source's call; i = inactive; x = not tested or not shown.
# Fields – PfG6PD inh	SENP8 block-1	SENP6 block	SENP7 block	SENP1 FRET inh	SENP8 block-2	Apaf-1 inh	HKDC1 inh
Cn1c(-c2sc3cc(C(F)(F)F)cnc3c2-c2cccnc2)n[nH]c1=S
→ 15	-26	-29	1	5	-2	-6	-3
CCOC(=O)c1[nH]c(C)c(C(=O)OCC(=O)N(C)C2CCS(=O)(=O)C2)c1C (stereo not drawn)
→ -14	10	-7	8	1	-6	2	-3
NS(=O)(=O)c1ccc(Nc2ncccc2[N+](=O)[O-])cc1
→ -17	20	-6	4	0	-7	-3	-2
COc1cccc(C2C(C#N)=C(N)N(N(C)C)C3=C2C(=O)CCC3)c1OC (stereo not drawn)
→ 2	12	-22	0	0	14	2	-3
OC1CCCN(c2c3c(nc4cc(-c5cccc(F)c5)nn24)CCCC3)C1 (stereo not drawn)
→ 15	-290	11	-1	-2	6	13	-2
Cc1cc2c(s1)c1cnn(-c3ccccc3)c(=O)c1n2C
→ -15	5	-23	-4	-1	-10	7	-2
CN(C)c1ccc(C(=O)c2ccc(O)cc2O)cc1
→ -13	31	67*	42	1	49	5	-1
COc1ccc(O)c(/C=C(\C#N)C(=O)Nc2cccnc2)c1
→ 23	-427	10	-1	-25	-7	18	4
CCOC(=O)Cn1c(=O)oc2cc(S(=O)(=O)NCCCc3ccccc3)ccc21
→ 3	9	1	1	3	2	9	-3
CCC(C)(C(=O)NC1CCCC1)N(C(=O)CNC(=O)c1ccccc1)c1c(C)n(C)n(-c2ccccc2)c1=O (stereo not drawn)
→ 6	-4	6	-8	3	-3	-8	-1

# Five of the compounds above, bar-delimited.
structure | PfG6PD inh | SENP8 block-1 | SENP6 block | SENP7 block | SENP1 FRET inh | SENP8 block-2 | Apaf-1 inh | HKDC1 inh
CCOC(=O)c1[nH]c(C)c(C(=O)OCC(=O)N(C)C2CCS(=O)(=O)C2)c1C (stereo not drawn) | -14 | 10 | -7 | 8 | 1 | -6 | 2 | -3
NS(=O)(=O)c1ccc(Nc2ncccc2[N+](=O)[O-])cc1 | -17 | 20 | -6 | 4 | 0 | -7 | -3 | -2
COc1cccc(C2C(C#N)=C(N)N(N(C)C)C3=C2C(=O)CCC3)c1OC (stereo not drawn) | 2 | 12 | -22 | 0 | 0 | 14 | 2 | -3
OC1CCCN(c2c3c(nc4cc(-c5cccc(F)c5)nn24)CCCC3)C1 (stereo not drawn) | 15 | -290 | 11 | -1 | -2 | 6 | 13 | -2
Cc1cc2c(s1)c1cnn(-c3ccccc3)c(=O)c1n2C | -15 | 5 | -23 | -4 | -1 | -10 | 7 | -2

# (more compounds)
# Fields – PfG6PD inh	SENP8 block-1	SENP6 block	SENP7 block	SENP1 FRET inh	SENP8 block-2	Apaf-1 inh	HKDC1 inh
COc1cc(C2C3=C(CCCC3=O)OC3=C2C(=O)CCC3)ccc1OCC(=O)Nc1ccccc1
→ -12	3	-6	2	0	5	18	-1
O=C(Nc1cccc(OC(=O)c2cccnc2)c1)c1cccnc1
→ -10	21	-12	-4	0	-14	-17	-5
CC(=O)N/N=C(\C)CC(=O)Nc1ccc2c(c1)OCCO2
→ -10	7	0	-2	3	-4	-18	-3
COC(=O)/C(=C1/Oc2cc(C)oc(=O)c2S1)C(F)(F)F
→ 23	22	-14	-9	-22	-13	5	9
COc1ccc(CSc2nncn2C)cc1[N+](=O)[O-]
→ 11	12	-25	-1	2	-6	-15	-11
COc1ccc(C(=O)Nc2cc(Cl)ccc2-n2cncn2)c(OC)c1OC
→ 6	1	-3	6	-5	0	-1	-4
COc1nc(NCc2ccc(Cl)cc2)nc(OC)n1
→ -12	15	3	-3	0	-2	-3	-9
COc1cccc(C2c3[nH]c4ccccc4c3C[C@H]3C(=O)N(CCCCCO)CC(=O)N23)c1 (stereo partly drawn)
→ -19	5	-5	-4	-8	4	-3	0
CS(=O)(=O)N(CC(=O)NCCSCc1cccc(Cl)c1)c1ccc(F)cc1
→ -18	7	-27	8	2	-12	14	-6
CCN(C(=O)/C=C/c1cc(OC)c(OC)c(OC)c1)C1CCCCC1
→ 3	-86	-3	-1	2	6	7	1
CCOc1ccccc1OCC(=O)NC1CCCCC1
→ -14	20	19	3	0	5	16	3
c1ccc(CNc2ncnc3sccc23)cc1
→ 10	-14	7	0	-31	10	-5	-5
COc1cccc(/C=N/n2c(C)nc3ccccc32)c1OC
→ 1	4	-4	3	-1	-5	22	11
CCOC(=O)Cc1csc(NC(=S)NC(=O)c2cc(OC)cc(OC)c2)n1
→ -28	11	-25	3	0	-3	9	-5
CCn1c2ccccc2c2cc(CN3CCN(Cc4cc(OC)ccc4O)CC3)ccc21
→ 18	2	0	2	1	6	3	-3
Cc1cc(Cl)c2oc(C(=O)N(C)Cc3ccon3)c(C)c2c1
→ 8	8	-2	-12	1	-5	7	1
CCN(CC)c1ccc(CNc2ccc(Br)cn2)cc1
→ -7	3	-8	2	-13	10	4	-3
O=C(Nc1ncnc2c1ncn2C1OC(COC(=O)c2ccccc2)C(F)C1O)c1ccccc1 (stereo not drawn)
→ -8	17	-3	9	0	-7	7	-2
CCOC(=O)c1ccc(NC(=O)c2c(N)n(C)c(=O)[nH]c2=O)cc1
→ -3	5	23	7	1	-12	-14	-1
COC(=O)Nc1ccc(S(=O)(=O)NNC(=O)c2c(O)c3ccccc3n(C)c2=O)cc1
→ 11	-28	-4	8	2	0	5	-5
CC(C)C(=O)Nc1cc2c3c(c1)CCC(=O)N3CCC2
→ -5	-57	-2	0	6	-6	-8	1
CCN(CC)Cc1c(O)ccc2c([N+](=O)[O-])c(C)n(-c3ccc(OC)cc3)c12
→ 13	40	-10	3	2	0	5	9
CCOc1ccccc1CNC(=O)Cn1c(=O)oc2ccccc21
→ -9	-2	-7	1	-1	3	0	-4
CC(=O)c1cccc(N(CC(=O)NC2CCCCC2)C(=O)CCC(=O)Nc2nc(C)cs2)c1
→ -2	11	-22	1	1	4	6	-5
Cc1cc(C)c(NC(=O)CNC(=O)COC(=O)CNC(=O)c2ccc(Cl)cc2Cl)c(C)c1
→ -11	10	-24	-1	1	-6	14	-3
Cc1cc(OC(=O)c2cc(Cl)ccc2Cl)c([N+](=O)[O-])c(=O)[nH]1
→ 9	12	-7	0	3	5	-4	-3
COc1ccc(N2CCN(c3ccc(N)cc3C#N)CC2)cc1
→ -5	i	2	4	-8	1	-14	-1
COc1ccccc1NC(=O)Nc1ccc(Cl)c(S(=O)(=O)Nc2ccccc2OC)c1
→ -1	13	-7	10	4	-8	0	13
COc1ccc(/C=C2\CCC(C3CCCC3)C2=O)cc1Cn1cccn1 (stereo not drawn)
→ 37	8	13	4	2	-12	9	-1
Cc1cccc(OCCC(=O)Nc2ccc(C)c(S(=O)(=O)N3CCCCC3)c2)c1
→ 2	-5	x	x	0	x	x	5
CCOC(=O)c1c(C)[nH]c(C(=O)COC(=O)/C=C/c2ccc(OCC#N)c(OC)c2)c1C
→ 0	-78	4	-1	-2	-1	-3	-3
O=C(NCCc1c[nH]c2ccccc12)c1ccc(Br)o1
→ 8	2	-4	5	-1	-8	-7	-4
Cc1cc(Cl)c(S(=O)(=O)Nc2ccc3c(c2)OCO3)cc1OCC(N)=O
→ -1	11	-7	1	1	4	1	0
CCN(CC)CCC(=O)N1C/C(=C/c2ccccc2)C(=O)/C(=C\c2ccccc2)C1
→ 45	10	x	x	0	x	x	14
CCOc1ccc(OCC(=O)Nc2ccc(S(=O)(=O)Nc3cc(C)nc(C)n3)cc2)cc1
→ -13	42*	-11	-5	-1	-2	5	-5
CCCCCCOc1cccc(N)c1
→ -2	5	0	-8	-4	-12	16	17
CCOC(=O)CC(NC(=O)c1ccccc1F)c1ccc(C)cc1 (stereo not drawn)
→ 13	1	-14	-10	2	-10	-16	0
O=C(COC(=O)c1ccco1)c1ccc(F)cc1
→ -7	16	14	11	1	4	11	1
COc1cccc(CSc2nnc(CSc3nc4nc(C)cc(C)n4n3)s2)c1
→ 27	9	-10	1	-2	3	3	34
CCOC(=O)[C@@H]1[C@H]2COc3cc(OC)ccc3[C@@H]2N2C(=O)N(c3ccc(C(F)(F)F)cc3)C(=O)[C@@]12C
→ 23	15	-12	-6	3	-7	20	2
Cc1[nH]n(-c2ccccc2)c(=O)c1N=Nc1cccc(Cl)c1
→ -12	22	-4	-14	0	-3	18	7
Cc1ccc(C2=NN(CC(=O)O)C(=O)CC2)cc1
→ 15	13	15	7	2	3	0	-4
NC(=O)CSc1nnnn1-c1ccccc1Cl
→ 10	3	6	-1	2	1	1	-2
Cn1c(C2=C(O)CN(Cc3ccccc3)C2=N)nc2ccccc21
→ 8	8	-3	-2	-3	-4	-20	-7
COc1cc(C(C(=O)NC2CCCC2)N(Cc2ccccc2)C(=O)c2snc(C(N)=O)c2N)ccc1O (stereo not drawn)
→ -20	-267	-24	-4	-6	3	-5	1
CC(Oc1cccc(Br)c1)C(=O)NNC(=O)c1ccccn1 (stereo not drawn)
→ -11	1	-2	-11	2	-8	3	-6
CSc1ccccc1OCc1cc(C(=O)NC(C)Cc2cccc(C)n2)no1 (stereo not drawn)
→ 9	0	-2	-2	-1	2	10	-1
CCOc1ncccc1C(=O)OCC(=O)NCc1ccc(C(=O)OC)cc1
→ -6	8	-19	-3	1	-6	8	-5
O=C(Oc1cccc(NC(=O)c2ccco2)c1)c1cccc(S(=O)(=O)N2CCCC2)c1
→ 10	8	3	3	0	-14	-3	1
O=S(=O)(c1cccs1)N1CCN(c2cccc(Cl)c2)CC1
→ 7	20	-3	4	1	3	16	-2

# (more compounds)
# Fields – PfG6PD inh	SENP8 block-1	SENP6 block	SENP7 block	SENP1 FRET inh	SENP8 block-2	Apaf-1 inh	HKDC1 inh
CCN1C(=O)N[C@@H](c2cccc(C(F)(F)F)c2)C(C(=O)OC)=C1C
→ -6	4	-6	5	-1	-15	0	-3
CC1CCCN(S(=O)(=O)c2ccc3c(c2)n(C)c(=O)c(=O)n3C)C1 (stereo not drawn)
→ -4	-16	2	-6	0	-1	3	-4
CCOc1cccc(C(=O)Nc2ccc(N3CCN(S(C)(=O)=O)CC3)cc2)c1
→ -22	-147	-4	3	0	1	1	2
COc1ccc(C(=O)CN(Cc2ccccc2)C2=NCCS2)cc1
→ -4	30	-6	3	2	-1	2	13
COc1cccc(C(=O)COC(=O)c2n[nH]c(=O)c3ccccc23)c1
→ 2	9	-18	2	0	-1	8	-3
CCN1C(=O)[C@H]2[C@H]3CN=C(SC)N3[C@@](CC)(C(=O)OC)[C@H]2C1=O
→ -7	12	x	4	2	x	1	5
Cc1nnc(NC(=O)CC(CN(C)S(=O)(=O)c2ccccc2)c2ccccc2)s1 (stereo not drawn)
→ 10	5	0	-2	1	4	3	1
O=C(CCC(=O)OC(C(=O)c1ccccc1)c1ccccc1)Nc1ccccc1 (stereo not drawn)
→ -17	4	13	-5	-2	4	-2	2
CCOC(=O)c1cc(S(=O)(=O)N2CCN(C(=O)OCC)CC2)cn1C
→ -12	1	-8	6	2	1	7	-4
O=C(CSc1nnc(-c2ccccn2)n1Cc1ccccc1)NC1CCCC1
→ 3	5	-4	-1	0	-5	-1	-3
O=S(=O)(Nn1cnnc1)c1ccccc1Cl
→ -15	15	-7	-2	1	7	-14	-3
Cc1ccc(C(=O)N2[C@@H]3CN(C)C(=O)[C@@]2(C)[C@H]2C(=O)N(Cc4ccccc4)C(=O)[C@@H]32)cc1
→ 6	11	x	x	2	x	x	-3
O=c1c(Cc2ccccc2O)c(O)nc2n1CCCS2
→ -10	16	-26	1	0	-3	10	-5
Cc1cc(C)c(OCCN2C(=O)NC(C)(C)C2=O)c(Cl)c1
→ -13	5	5	3	2	-2	-3	-3

# Source: PubChem BioAssay (Sanford-Burnham Center for Chemical Genomics)
